# HP1b chromo inh: HP1-beta chromodomain-methylated histone interaction inhibition; P83916; AlphaScreen HP1-beta / biotin-H3K9me3 peptide binding; Potency, µM (titrated, usually from 114 µM), without a hit: top-dose activity change, negative = inhibition, actives largely listed as inhibitors; hit rate 0.56% among 390,000; also: potency is read from the fitted curve at half-maximal effect; nearly all actives have a fitted effect of over 70% in size; inactives centre near 23
# Target sequence (P83916 whole entry, looked up): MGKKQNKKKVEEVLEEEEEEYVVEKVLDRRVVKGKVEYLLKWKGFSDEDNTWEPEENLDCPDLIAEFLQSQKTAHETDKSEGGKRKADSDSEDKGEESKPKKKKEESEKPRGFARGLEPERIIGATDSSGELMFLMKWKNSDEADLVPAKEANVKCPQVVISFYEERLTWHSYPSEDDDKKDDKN
#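 Compound inhibition of the preformed complex between 50 nM HP1-beta and 50 nM biotinylated H3K9me3 peptide was read by AlphaScreen. Buffer was PBS pH 7.4 with 0.01% Tween-20. Incubations ran 30 min at room temperature, with 10 ug/mL donor/acceptor beads.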
# JMJD2A Tudor inh: JMJD2A Tudor domain (human) inhibition | Potency, µM (series often up to 114 µM), for the others: at the top dose activity change, negative = inhibition, actives largely listed as inhibitors | AlphaScreen JMJD2A-Tudor / H3K4me3 peptide binding | O75164 | hit rate 4.4% among 390,000; also: potency is read from the fitted curve at half-maximal effect; % is scaled to controls: 0 for no effect and ±100 for the full control effect; nearly all actives have a fitted effect of over 50% in size
# G9a inh: blocks human histone lysine methyltransferase G9a; Q96KQ7; G9a H3K9 monomethylation, AlphaScreen, 2 h; Potency, µM (doses to about 102 µM), for the others: at the top dose activity, negative = inhibition, hits mostly inhibitors; hit rate 8.8% among 350,000; also: potency is read from the fitted curve at half-maximal effect; % is scaled to controls: 0 for no effect and ±100 for the full control effect; nearly all actives have a fitted effect of over 75% in size
# Target sequence (Q96KQ7 913-1193 limits assumed): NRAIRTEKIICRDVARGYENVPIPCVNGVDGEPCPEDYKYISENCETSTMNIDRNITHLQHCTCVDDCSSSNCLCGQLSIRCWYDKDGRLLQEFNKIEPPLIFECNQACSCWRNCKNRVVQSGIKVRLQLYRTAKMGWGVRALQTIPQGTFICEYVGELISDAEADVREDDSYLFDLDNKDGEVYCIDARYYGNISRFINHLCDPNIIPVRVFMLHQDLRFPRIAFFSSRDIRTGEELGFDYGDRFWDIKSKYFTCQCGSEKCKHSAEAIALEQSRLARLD
#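 AlphaScreen detection with an anti-monomethyl H3K9 antibody quantified product after a 2 h room-temperature reaction containing 500 nM biotinylated H3K9 peptide, 20 µM SAM and 20 nM enzyme, which had been preincubated 15 min with compound.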
# BAZ2B inh: inhibitors of human BAZ2B bromodomain; hit rate 4.4% among 360,000; Q9UIF8; Potency, µM (doses to about 114 µM), for the others: top-dose activity change, negative = inhibition, actives largely listed as inhibitors; AlphaScreen BAZ2B-H3K14Ac peptide displacement; AID 504333; also: potency is read from the fitted curve at half-maximal effect; % is scaled to controls: 0 for no effect and ±100 for the full control effect; nearly all actives have a fitted effect of over 60% in size
#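 Complex of BAZ2B and biotin-H3K14Ac (50 nM apiece) forms over 30 min at RT, then faces library compounds up to 110 uM for another 30 min; AlphaScreen beads added, 20 min dark incubation, luminescence read.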
# ERG Ets-DNA blk: inhibitors of human ERG Ets domain-DNA interaction; P11308; hit rate 0.028% among 370,000; Potency, µM (titrated, usually from 76.9 µM), without a hit: top-dose FP activity, negative = inhibition, usual class: inhibitors; AID 624246; fluorescence polarization, His-ERG Ets domain / labelled DNA; active = well fitted inhibition curve with a large enough effect in the polarisation, with a control signal flat; inconclusive = small, poorly fitted or top-dose-only effect, or effect the other way, or a change in a side signal; inactive = no such curve, though single readings can be large or run the other way; the % refers to the polarisation;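 also: polarization taken with two DNA probes labelled with fluorescein and Texas red; potency is read from the fitted curve at half-maximal effect; % of control where 0% means no effect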
#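 His-tagged ERG Ets domain (1 uM in the protein solution; 300mM KCl, 50mM Tris-HCl, 1mM EDTA, 1mM DTT, pH 7.5) received compound, then a probe mix of 5 nM fluorescein-DNA and 100nM Texas-615-DNA. Fluorescence polarization was read for both dyes.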
# RGS4 inhibitor: human RGS4 inhibition. hit rate 0.039% among 390,000. Potency, µM (series often up to 114 µM), inactives show at the top dose activity change, negative = inhibition, most hits filed as inhibitors. P49798. AID 504845. Transcreener GDP fluorescence polarization, RGS4-accelerated GTP hydrolysis; also: potency is read from the fitted curve at half-maximal effect; % is scaled to controls: 0 for no effect and ±100 for the full control effect; nearly all actives have a fitted effect of over 75% in size; some results filed as inactive show a strong effect at the top dose
#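 MLSMR compounds (23 nl, pin-transferred) preincubated 10 min at room temperature with a 500nM (2x) first reagent, then RGS4 at 900nM (2x) plus Transcreener GDP mix added; fluorescence polarization (620/688 nm) read before and after 90 min at 30 °C.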
# PI4K2A inh: PI4K2A (human) kinase inhibition; Q9BTU6; purified PI4K2A, ADP-Glo luminescence, 1 h; stronger effect = lower value; activity change, negative = inhibition, % at 76.9 µM; hit rate 0.13% among 420,000; in the data active = activity change below about -50%; inconclusive = mostly about -30% to -49%;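 also: -100% = wells without enzyme as full effect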
# Target sequence (Q9BTU6 whole entry, looked up): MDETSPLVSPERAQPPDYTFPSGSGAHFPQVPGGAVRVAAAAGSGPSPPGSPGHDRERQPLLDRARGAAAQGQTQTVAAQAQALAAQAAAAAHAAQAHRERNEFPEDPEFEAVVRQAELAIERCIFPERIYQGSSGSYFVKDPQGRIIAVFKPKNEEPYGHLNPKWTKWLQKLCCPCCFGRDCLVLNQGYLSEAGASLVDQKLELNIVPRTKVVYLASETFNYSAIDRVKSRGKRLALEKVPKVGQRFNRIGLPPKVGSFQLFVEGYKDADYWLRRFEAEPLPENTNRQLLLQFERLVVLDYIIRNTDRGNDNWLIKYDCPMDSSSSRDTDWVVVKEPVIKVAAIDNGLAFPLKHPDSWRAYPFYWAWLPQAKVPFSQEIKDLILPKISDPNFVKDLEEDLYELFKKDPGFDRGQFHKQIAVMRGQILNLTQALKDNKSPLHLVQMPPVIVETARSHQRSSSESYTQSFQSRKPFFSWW
#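 ADP-Glo luminescence measured ADP generated by PI4K2A enzyme (4 ug/mL before mixing) with 1.2 mM PI substrate (pre-mix) and 300 microM ATP (pre-mix). Tris pH7.5 buffer with MgCl2, Triton X-100; 1 h reaction at ambient temperature.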
# 12-LOX inh: blocks human arachidonate 12S-lipoxygenase | hit rate 1.1% among 580,000 | AID 1671190 | purified 12hLO, xylenol orange hydroperoxide absorbance | Potency, µM (doses to about 108 µM), inactives show at the highest dose activity change, negative = inhibition, hits mostly inhibitors | P18054; also: potency is read from the fitted curve at half-maximal effect; % is scaled to controls: 0 for no effect and ±100 for the full control effect
#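 Hydroperoxide product was detected by ferrous iron/xylenol orange as the 573 to 405 nm absorbance ratio. Arachidonic acid at 40 uM (final) was turned over for 30 min at room temperature by 150 nM human 12hLO, pH 7.0 Hepes buffer, after 15 min compound preincubation.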
# GLS inhibitor: inhibitors of human glutaminase (GLS). O94925. GLS enzymatic activity, qHTS titration. Potency, µM (doses to about 45.5 µM), for the others: at the highest dose activity change, negative = inhibition, usual class: inhibitors. hit rate 0.21% among 410,000. AID 624170; also: potency is read from the fitted curve at half-maximal effect; % is scaled to controls: 0 for no effect and ±100 for the full control effect
#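 Assay buffer: 45 mM KH2PO4 pH 8.2, 0.02% Tween-20. hKGA acts on L-glutamine (1 mM solution added); product glutamate is reported by an oxidase/peroxidase Amplex Red coupling, with fluorescence taken at baseline and 30 min.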
# * hit, by the source's call; ? = inconclusive; . = not tested or not shown; [ ] = remark or other dose. Unless noted, calls follow the shape of the dose curve; as a rule, active = well fitted curve in the direction sought with a large enough effect; inconclusive = small, poorly fitted or top-dose-only effect, or another doubt; inactive = no such curve, though single readings can be large; an effect the other way counts as inactive or inconclusive. Only part of the results is shown. The share of hits here may be higher or lower than overall.
Compound | HP1b chromo inh | JMJD2A Tudor inh | G9a inh | BAZ2B inh | ERG Ets-DNA blk | RGS4 inhibitor | PI4K2A inh | 12-LOX inh | GLS inhibitor
CC(=O)Nc1ccc(SC[C@H](Cc2ccccc2)N2CC[C@@H](C)CCC2=O)cc1 | 43%[activator] | -14% | -3%[0.501 µM] | -5% | 8% | -17% | -3 | -21% | 5%
NNc1ccc(Cc2ccc(Cl)cc2Cl)nn1 | 23% | 28µM* | -24% | 2.8µM* | 9% | -20% | 4 | ? | 2%
CCCn1nnc(NC(=O)c2ccc(-c3ccccc3)cc2)n1 | 15% | -4% | 12%[12.7 µM] | 5% | . | -2% | -8 | 2% | -2%
COc1ccc(OC)c(NC(=O)CS(=O)(=O)Cc2nc(-c3ccccc3C)oc2C)c1 | 16% | -35% | ? | ? | -3% | -12% | -2 | 11% | -1%
CCOC(=O)N1CCC(NC(=O)c2cnn(-c3ccc(C)cc3)c2C2CCN(C(=O)OC(C)(C)C)CC2)CC1 | 41%[activator] | -10% | -29%[59 µM] | 5%[57.1 µM] | 7% | -13% | -3 | 0% | 0%
Cc1ccnc(NC(=O)c2ccc(Cl)c(NC(=O)c3ccccc3C)c2)c1 | 32% | -10% | 1% | ? | -12% | -19% | 3 | . | -11%
COc1ccccc1-n1c(SCC(=O)Nc2ccc(NC(C)=O)cc2)nc2c([nH]c3ccccc32)c1=O | 1% | -18% | . | -35% | -4% | 11% | -2 | 0% | ?
O=C(Nc1ccccc1C(=O)N1CCOCC1)c1ccco1 | 3% | ? | ? | -5% | -9% | -18% | 7 | ? | 4%
COc1ccc(C(=O)Nc2ccc(SC(F)F)cc2)cc1 | 9% | -8% | -1%[59 µM] | 2% | 3% | 8% | -6 | -3% | 5%
Oc1ccc(-c2onc3ccc(Cl)cc23)cc1 | 42%[activator] | 3% | ? | -37% | -3% | -1% | -5 | ? | -2%
COC(=O)[C@H](Cc1c[nH]c2ccccc12)NC(=O)Nc1ccccc1OC | 16% | -3% | 32% | -17% | 2% | -11% | -4 | 68%[activator] | -7%
CC(C)CCNC(=O)CCS(=O)(=O)c1cccc2nonc12 | 61%[activator] | -5% | -41%[12.7 µM] | -1% | -4% | 2% | 3 | 0% | 13%
Cc1cccc(NC(=S)NC(=O)c2oc3ccccc3c2C)n1 | 30% | -13% | 16%[12.7 µM] | 0% | 32%[activator] | -6% | 8 | 0% | -1%
CC(=O)c1cc(C)c(OC(=O)c2ccccc2)c(C)c1 | 65%[activator] | 38%[activator] | . | . | -2% | -32% | -4 | 10% | 2%
N#CC12C(=O)NC(=O)C1(C#N)C21CCCC1 (stereo not drawn) | 21% | -6% | . | . | . | -2% | 5 | -12% | 10%
CC(C)(C)C(O)CN1CCCC1 (stereo not drawn) | 11% | -7% | 26%[59 µM] | -2% | 10% | 30% | -6 | -1% | 1%
Cc1ccc(S(=O)(=O)N2CCC(C(=O)N3CCC[C@H]3C(=O)NC3CCS(=O)(=O)C3)CC2)cc1 (stereo partly drawn) | 11% | -21% | -31%[12.7 µM] | -10% | 5% | 8% | -6 | 0% | -20%
CCOC(=O)c1c(C)n(-c2ccccc2)c2ccc(OC(=O)c3cccc(OC)c3OC)cc12 | 11% | -34% | -15%[59 µM] | ? | 6% | 38% | 1 | -2% | 16%
CSc1nc(C)c(CCOCc2ccc(F)cc2)c(=O)[nH]1 | 9%[57 µM] | -12% | 30% | -3% | -1% | 5% | 2 | 1% | 3%
Cc1ccc2c(CN3CCN(C(=O)c4ccc(Br)cc4)CC3)cc(=O)oc2c1 | 33% | 0% | -5%[59 µM] | -16% | 5% | -24% | -4 | -15% | -2%
COc1ccc2oc(=O)cc(C)c2c1 | 8% | -9% | -3% | 9% | -4% | -5% | -4 | 112%[activator] | 8%
CCOC(=O)C1CCCN(Cc2nc(N)nc(Nc3ccc(Cl)cc3)n2)C1 (stereo not drawn) | 32% | 18%[11.4 µM] | ? | 50µM* | -12% | -7%[11.4 µM] | -1 | 99%[activator] | -15%
COc1ccc(N2CCN(Cc3nc4c(c(=O)[nH]c(=O)n4C)n3CC(C)=O)CC2)cc1 | 25% | -3% | ? | -5% | 10% | -15% | 1 | -1% | 30%[activator]
O=C1NN(c2ccc(Br)cc2)C(=O)/C1=C\c1ccc(O)cc1O | ? | ? | . | ? | 14% | -23%[56.9 µM] | -4 | 40µM* | 34%[activator]
O=C(CCNS(=O)(=O)c1ccccc1C(F)(F)F)NC1CCCCCC1 | 8% | -12% | 1% | -4% | -9% | 14% | -3 | -11% | 0%

# Reformatted with values under each structure: part of the list above.
# Results follow in this order: HP1b chromo inh	JMJD2A Tudor inh	G9a inh	BAZ2B inh	ERG Ets-DNA blk	RGS4 inhibitor	PI4K2A inh	12-LOX inh	GLS inhibitor
CC(C)CCNC(=O)CCS(=O)(=O)c1cccc2nonc12
 : 61%[activator]	-5%	-41%[12.7 µM]	-1%	-4%	2%	3	0%	13%
Cc1cccc(NC(=S)NC(=O)c2oc3ccccc3c2C)n1
 : 30%	-13%	16%[12.7 µM]	0%	32%[activator]	-6%	8	0%	-1%
CC(=O)c1cc(C)c(OC(=O)c2ccccc2)c(C)c1
 : 65%[activator]	38%[activator]	.	.	-2%	-32%	-4	10%	2%
N#CC12C(=O)NC(=O)C1(C#N)C21CCCC1 (stereo not drawn)
 : 21%	-6%	.	.	.	-2%	5	-12%	10%
CC(C)(C)C(O)CN1CCCC1 (stereo not drawn)
 : 11%	-7%	26%[59 µM]	-2%	10%	30%	-6	-1%	1%

# Carrying on.
Compound | HP1b chromo inh | JMJD2A Tudor inh | G9a inh | BAZ2B inh | ERG Ets-DNA blk | RGS4 inhibitor | PI4K2A inh | 12-LOX inh | GLS inhibitor
O=C(Cn1nnc(-c2cccs2)n1)OC1CCCCC1 | 54% | 48%[activator] | 8%[59 µM] | 79%[activator] | -8% | 23% | -2 | 0% | 1%
CCOc1ccc(NS(=O)(=O)c2cc3c4c(c2)CCN4C(=O)CC3)cc1 | 12% | -12% | 8%[0.501 µM] | 9% | 4% | 21% | -13 | -22% | 19%
CCOc1cc(CNCCSc2nnnn2C)ccc1OCc1ccc(Cl)cc1Cl | 23% | -14% | ? | -9% | -1% | -17% | 0 | -36% | 4%
CCc1ccc(Sc2cc(C(=O)NCCCOC(C)C)c3ccccc3n2)cc1 | 52%[activator] | 16% | 15%[59 µM] | -7% | -21% | 30% | -5 | -9% | 3%
O=C(NCCc1cccnc1)C1CCC(=O)N(CCc2cccc(F)c2)C1 (stereo not drawn) | 19% | -1% | -18% | -16% | -7% | -4% | -4 | ? | 1%
O=c1cc(-c2ccccc2)nc(SCc2nc(-c3ccc(C(F)(F)F)cc3)no2)[nH]1 | 31% | 8% | -7%[59 µM] | 1% | 9% | -2% | 0 | -17% | -4%
O=C(CCN1C(=O)/C(=C/c2ccccc2Cl)SC1=S)Nc1ccccc1C(=O)O | -10% | ? | 25%[2.33 µM] | 35µM* | 1% | ? | -5 | ? | 62%[activator]
CC1(C)CC(NC(=O)c2ccccc2F)CC(C)(C)N1 | 22% | -3% | 16% | -18% | 8% | -25% | 6 | 22% | -2%
CN1CCCC2(CCCN(Cc3nc(Cc4cccc(C(F)(F)F)c4)no3)C2)C1 (stereo not drawn) | 20% | -12% | 6% | -5% | 8% | 39% | -3 | -12% | -16%
O=C1CCCC(=O)C1Sc1ccc(Cl)cc1 | 29% | 3% | ? | -6% | 5% | -8% | -7 | 1% | 4%
Cc1nc(N2CCOCC2)nc(Oc2ccccc2)c1[N+](=O)[O-] | 20% | -29% | -30%[59 µM] | -27% | -6% | 14% | -1 | 0% | 8%
COc1cc(/C=N\NC(=O)c2sc(N)nc2C)cc(OC)c1OC | 17% | -2% | 1%[59 µM] | -8% | 2% | 4% | -6 | 0% | 25%
CCCCCSc1nnc(-c2ccc(Br)cc2)o1 | 177%[activator] | 158%[activator] | 138%[activator][59 µM] | 245%[activator] | 8% | -15% | 1 | -16% | 0%
O=C(c1ccc(Cl)cc1)n1cnc2ccccc21 | 46%[activator] | 2% | -21% | -4% | -13% | 6% | -7 | -58% | 3%
Cc1ccccc1N1CC(C(=O)Nc2nnc(SCc3cccnc3)s2)CC1=O (stereo not drawn) | 34% | -20% | ? | -9% | 10% | -37% | -8 | -4% | -6%
O=C(Cc1ccc(Br)cc1)N1CCN(c2ccccc2O)CC1 | 41%[activator] | -19% | ? | -34% | -7% | -32% | -1 | ? | 22%
Cc1cccc(Cn2c(N3CCc4ccccc4C3)nc3c2c(=O)[nH]c(=O)n3C)c1 | 26% | -2% | 40%[12.7 µM] | 6% | -7% | 2% | -12 | ? | 10%
CC(OC(=O)c1ccc2ccccc2n1)C(=O)c1ccccc1 (stereo not drawn) | 22% | -3%[11.4 µM] | 27% | -20% | 11% | -7%[11.4 µM] | -2 | ? | -7%
O=C(O)c1cc(NC(=O)c2cccc(F)c2)cc(NC(=O)c2cccc(F)c2)c1 | 49%[activator] | -6% | . | -15% | 6% | -9% | 0 | 0% | 6%
